Screens from PubChem.
SUMO1-SIM PPI = modulators of SUMO1 protein-protein interactions, primary screen, biochemical, uHTS; 360,000 tested, 0.33% active; inhibition, % at 20 µM; Small ubiquitin-related modifier 1 (Homo sapiens), P63165; SUMO1 binding to a labelled peptide, TR-FRET, 1 h; in the data active means inhibition above about 37%
Target sequence (P63165 whole entry, looked up): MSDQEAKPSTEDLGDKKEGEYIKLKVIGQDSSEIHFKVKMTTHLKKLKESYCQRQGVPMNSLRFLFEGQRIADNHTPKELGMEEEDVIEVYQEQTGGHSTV
STEP block = STEP phosphatase inhibitors, primary screen, biochemical, fluorescence intensity, uHTS | Tyrosine-protein phosphatase non-receptor type 5 (Homo sapiens), P54829 | recombinant STEP, OMFP fluorogenic substrate | inhibition, % at 20 µM | 360,000 tested, 0.25% active;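 active means inhibition at 20 µM, scaled per plate between control wells, above about 37%, limit read from the data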;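 further: 0% = DMSO with enzyme and substrate and 100% = substrate only without enzyme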
Target sequence (P54829 whole entry, looked up): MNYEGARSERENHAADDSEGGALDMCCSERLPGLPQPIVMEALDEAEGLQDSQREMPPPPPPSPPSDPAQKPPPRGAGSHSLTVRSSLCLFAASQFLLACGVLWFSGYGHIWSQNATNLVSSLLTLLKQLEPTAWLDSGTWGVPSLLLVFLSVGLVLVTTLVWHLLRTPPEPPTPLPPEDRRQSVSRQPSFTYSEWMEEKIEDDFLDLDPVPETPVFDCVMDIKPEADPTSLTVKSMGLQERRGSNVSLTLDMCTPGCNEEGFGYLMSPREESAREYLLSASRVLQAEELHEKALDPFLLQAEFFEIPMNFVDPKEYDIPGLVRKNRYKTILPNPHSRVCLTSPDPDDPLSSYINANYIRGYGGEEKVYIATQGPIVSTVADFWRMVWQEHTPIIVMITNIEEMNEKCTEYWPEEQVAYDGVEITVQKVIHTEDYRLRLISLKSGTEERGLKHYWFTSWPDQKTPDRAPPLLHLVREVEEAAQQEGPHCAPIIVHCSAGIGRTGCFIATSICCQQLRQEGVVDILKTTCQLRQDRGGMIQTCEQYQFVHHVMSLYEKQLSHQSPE
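Material: STEP (striatal-enriched tyrosine phosphatase) enzyme, cell-free | Medium: 50 mM Bis-Tris pH 6.0 with 2.5 mM DTT and 0.005% Tween 20 | Read-out: Percent inhibition scaled to no-enzyme and uninhibited-enzyme controls, plate-pattern corrected | Signal: Fluorescence read at 480 nm ex / 540 nm em | Times: 20 min reaction, room temperature, in the dark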
NRP1-CendR mod = modulators of CendR peptide binding to NRP-1, primary screen, biochemical, fluorescence polarization, uHTS. Neuropilin-1 (Homo sapiens), O14786. FAM-RPARPAR peptide binding to NRP-1. inhibition, % at 25 µM. 360,000 tested, 0.85% active. AID 602438, 2012;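 active means inhibition or corrected inhibition above about 18%, plus a signal ratio from 0.5 to 1.5, limit read from the data, passing the limit was not always enough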; further: strong numbers were not always called active
SKN-1 block = suppressors of acrylamide-induced Pgst-4::GFP reporter in worms, primary screen, SKN-1 inhibitor project, whole organism, uHTS, GFP/RFP fluorescence ratio, strain VP596. C. elegans VP596 Pgst-4::GFP/RFP ratio, 24 h. inhibition, % at 21.8 µM. 360,000 tested, 0.49% active. AID 624304, 2012;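 active means interference check ratio from 0.5 to 1.5 plus GFP to RFP signal ratio inhibition reaching or exceeding a fixed threshold, cut at about 30% in these data, passing the limit was not always enough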; further: some compounds called inactive have numbers as strong as hits
Neddylation inh = inhibitors of cullin neddylation, primary screen, biochemical, TR-FRET, uHTS, NAE and Ubc12; NEDD8-conjugating enzyme Ubc12 (Homo sapiens) + NEDD8-activating enzyme E1 regulatory …; AID 651699, 2012; calls only at 25 µM; 360,000 tested, 0.58% active; in the data active means inhibition above about 36%
DNMT1 block = human DNMT1 methyltransferase inhibitors, primary screen, biochemical, molecular beacon, fluorescence, HinP1I cleavage, uHTS; DNA (cytosine-5)-methyltransferase 1 (Homo sapiens), P26358; inhibition (reported as % activation of signal), % at 10 µM; 360,000 tested, 0.83% active; AID 588458, 2011; in the data active means inhibition above about 50%
Tb MetRS inh = T. brucei MetRS inhibitors, primary screen, biochemical, luminescence. methionyl-tRNA synthetase (Trypanosoma brucei brucei). inhibition, % at 11.9 µM. 360,000 tested, 0.4% active. purified T. brucei MetRS, ATP depletion, Kinase-Glo luminescence;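 active means inhibition above a per-plate cutoff of the control wells' mean inhibition plus 3 SD, cut at about 5.5% in these data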;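 further: 0% = DMSO wells median and 100% = median of wells with control inhibitor compound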
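Test system – parasite MetRS enzyme · Reagent – substrates ATP, L-methionine and bulk Escherichia coli tRNA · Doses – 11.9 µM compound single dose, 0.9% DMSO · Times – 15 min enzyme-compound preincubation, 2 h reaction, 10 min detection, 25 °C · Signal – Kinase-Glo luminescence, ATP depletion format · Controls – DMSO-only wells as low control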
LMPTP block = LMPTP phosphatase inhibitors, primary screen, biochemical, fluorescence intensity, uHTS; Low molecular weight phosphotyrosine protein phosphatase (Homo sapiens), P24666; recombinant LMPTP-A, OMFP fluorogenic substrate; 360,000 tested, 0.22% active; AID 651560, 2012; inhibition, % at 20 µM;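 active means compounds that cut the enzyme signal by at least half of the control window in the single-dose screen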;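 further: plate controls were DMSO wells with enzyme plus substrate for no effect and substrate without enzyme for full effect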
Target sequence (P24666 whole entry, looked up): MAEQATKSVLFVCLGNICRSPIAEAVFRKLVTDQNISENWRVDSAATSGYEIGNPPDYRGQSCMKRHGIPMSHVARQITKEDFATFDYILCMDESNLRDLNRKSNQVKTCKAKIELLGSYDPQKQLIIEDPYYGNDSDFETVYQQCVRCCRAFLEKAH
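Test system: LMPTP-A, protein tyrosine phosphatase of low molecular weight; Input: 0.625 nM enzyme; Incubation: 50 min dark incubation at room temperature; Signal: endpoint fluorescence intensity from OMFP dephosphorylation; Read-out basis: % inhibition versus control wells.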
NadD inh = inhibitors of S. aureus NadD, primary screen, biochemical, colorimetric, uHTS | Nicotinate-nucleotide adenylyltransferase NadD (Staphylococcus aureus N315) | 360,000 tested, 0.78% active | AID 602399, 2012 | purified NadD enzyme, colorimetric absorbance read-out | inhibition, % at 20 µM; in the data active means inhibition above about 26%; further: some compounds past the cut are filed as inactive
Scp1 inh = Scp-1 phosphatase inhibitors, primary screen, biochemical, colorimetric, uHTS; Carboxy-terminal domain RNA polymerase II polypeptide A small phosphatase 1 (Homo …; Recombinant Scp1, phosphopeptide, malachite green phosphate absorbance; inhibition, % at 20 µM; 340,000 tested, 0.88% active; AID 493091, 2011;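 active means inhibition above about 50% at 20 µM, limit read from the data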;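 further: plate controls were DMSO wells with enzyme for no effect and wells lacking enzyme for full effect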
Target sequence (Q9GZU7 76-261 limits assumed): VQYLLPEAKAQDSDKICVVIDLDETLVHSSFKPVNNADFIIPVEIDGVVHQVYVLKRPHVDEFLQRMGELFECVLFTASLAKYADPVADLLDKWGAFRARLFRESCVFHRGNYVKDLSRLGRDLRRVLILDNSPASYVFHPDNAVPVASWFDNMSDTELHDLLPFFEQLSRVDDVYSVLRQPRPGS
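Assay system: SCP-1 catalytic fragment, aa 76-261 | Buffer or medium: Tris acetate buffer pH 5.5 with MgCl2 and Tween-20 | Compound: One concentration, 20 µM, with 1.0% DMSO | Also added: Phospho 17-mer peptide substrate | Signal: Absorbance at 630 nm | Incubation: 45 min enzyme reaction at room temperature | Measure: % inhibition of SCP-1 phosphate liberation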
Active calls of the source: *; i = inactive; / = no result given; + = active, no number.

SUMO1-SIM PPI	STEP block	NRP1-CendR mod	SKN-1 block	Neddylation inh	DNMT1 block	Tb MetRS inh	LMPTP block	NadD inh	Scp1 inh	SMILES
-0.9	-3.7	-0.2	0.4	i	-2.5	-1.0	-2.1	-1.5	2.7	CC1CCCC(C)N1CCCNC(=O)C1CCCN(c2ncnc3c2nc2n3CCCCC2)C1 (stereo unspecified)
-1.0	-2.4	4.3	0.4	i	1.8	-0.2	-1.1	3.3	-11.3	C[C@H](NC(=O)c1ccccc1Cl)C(=O)OCc1cn2cc(Cl)ccc2n1
3.3	0.2	-3.4	-2.0	i	1.5	0.7	-0.8	-3.6	-7.5	COc1ccc(S(=O)(=O)N2CCN(C(=O)NCc3ccc(OC)c(OC)c3)CC2)cc1
-13.1	-1.0	-2.0	7.5	i	2.2	0.2	-1.5	-7.7	4.8	COC(=O)c1ccccc1NC(=O)CN1C(=O)c2ccccc2C1=O
-1.1	0.8	2.6	7.0	i	1.0	-1.5	-0.5	3.4	8.4	COCCNC(=O)C12CC3CC(C1)CC(c1ccccc1)(C3)C2
-4.2	2.6	0.5	-7.1	i	-2.6	-1.1	0.3	-2.2	-17.1	Cc1nnc(-c2cnn(C)c2N)n1Cc1ccc2c(c1)OCO2
0.7	-1.5	-12.1	9.1	i	-1.4	-0.5	0.6	-3.1	-15.4	CCc1cccc(C)c1Nc1nc2ccccc2n2cnnc12
-2.1	1.6	5.9	18.8	i	0.8	-0.1	-2.6	-3.7	-7.2	CSC1=C(C#N)C(c2ccc(C)cc2)C2=C(CCCC2=O)N1 (stereo unspecified)
-1.5	7.0	-1.9	3.2	i	-22.1	0.1	2.9	49.7*	-10.5	Cc1ccc(/C=N/NC(=O)CSc2nc3ccccc3c(=O)n2-c2ccccc2C)s1
-8.0	-0.4	-21.7	27.0	i	-5.9	0.4	5.7	-6.8	-16.1	CNC(=O)c1ccsc1NC(=O)c1ccc(Cl)s1
0.6	-2.0	-0.4	7.8	i	5.2	0.1	-1.0	3.6	9.5	CC(C)[C@H](NC(=O)[C@H](Cc1ccccc1)n1c(=O)[nH]c2ccccc2c1=O)C(=O)N[C@@H](Cc1ccccc1)C(=O)O
1.2	-4.7	4.3	8.9	i	2.9	-0.3	-0.1	-0.7	-9.3	COc1ccc(NC(=O)CSc2nnnn2C)cc1
6.1	-0.1	-16.6	3.9	/	2.7	-0.5	2.8	22.6	2.2	Cc1cccc(NC(=O)c2cc(NC(=O)C3CCCCC3C(=O)O)ccc2N2CCCCC2)c1 (stereo unspecified)
0.8	0.5	-11.5	-15.2	i	1.3	-0.6	-0.4	1.3	4.6	Cc1cc(O)c(/C=N/Nc2ccc(Cl)cc2)c(=O)o1
1.3	/	1.7	-13.5	i	/	-1.2	-2.1	-4.7	/	COc1ccc(CN2C(=O)CCC2(C)c2nnnn2Cc2ccccc2)cc1OC (stereo unspecified)
-5.3	-2.2	8.3	2.6	i	-0.3	0.5	-0.1	-7.7	-9.6	O=C(c1ccc2nccnc2c1)N1CCCC(N2CCN(c3ccc(F)cc3)CC2)C1 (stereo unspecified)
-3.0	-2.4	-1.5	-0.3	i	-2.8	-0.4	0.6	-6.1	-10.7	CCCOC(=O)c1ccc(NC(=O)c2cc(=O)[nH]c3ccccc23)cc1
-2.6	-2.4	3.3	5.2	i	2.6	-0.2	-0.6	-1.2	/	COc1ccccc1-c1cnc(C(O)c2cccc(C)c2C)[nH]1 (stereo unspecified)
-16.2	1.1	-4.7	-28.6	i	-13.4	-2.6	4.5	6.2	2.7	Cc1[nH]c2ccccc2c1C(c1ccccn1)c1c(C)[nH]c2ccccc12
1.3	1.9	-17.4	-5.8	i	-8.6	-0.3	-0.8	6.9	-1.4	Cc1ccccc1C(=O)NC1CCN(CC(=O)NCc2ccc(F)cc2)CC1
0.0	0.2	7.8	-3.6	i	5.7	0.5	-0.9	-3.0	-11.7	CC(=O)N1CCc2cc(S(=O)(=O)NCCC(=O)NCCc3ccccc3)ccc21
-5.8	0.1	13.2	-3.0	i	-1.1	-0.2	0.8	1.6	-1.4	COC(=O)c1ccccc1C(=O)N1CCCC(CCC(=O)NCc2ccc(F)c(F)c2)C1 (stereo unspecified)
-1.6	1.5	13.4	-15.9	i	8.6	0.2	2.7	6.5	-5.2	O=C(Nc1ccc(Cl)c(C(F)(F)F)c1)[C@@H]1CC=C[C@@H]2CCN(Cc3ccccc3)C(=O)[C@@H]21
0.1	0.4	2.9	-3.4	i	1.0	0.3	-0.3	-6.2	0.7	CCN(CC)C1CCN(C(=O)CCc2nnc(CCCCc3ccccc3)o2)C1 (stereo unspecified)
18.7	-2.3	-4.6	17.8	i	-1.6	0.1	-1.6	-0.9	-4.1	CCC(NS(=O)(=O)c1ccc(C)cc1)C(=O)N1CCN(c2ccccn2)CC1 (stereo unspecified)

4 compounds from above, showing only Tb MetRS inh.
canonical_smiles,Tb MetRS inh
CNC(=O)c1ccsc1NC(=O)c1ccc(Cl)s1,0.4
CCCOC(=O)c1ccc(NC(=O)c2cc(=O)[nH]c3ccccc23)cc1,-0.4
Cc1cccc(NC(=O)c2cc(NC(=O)C3CCCCC3C(=O)O)ccc2N2CCCCC2)c1 (stereo unspecified),-0.5
CC1CCCC(C)N1CCCNC(=O)C1CCCN(c2ncnc3c2nc2n3CCCCC2)C1 (stereo unspecified),-1.0

(continued)
SUMO1-SIM PPI	STEP block	NRP1-CendR mod	SKN-1 block	Neddylation inh	DNMT1 block	Tb MetRS inh	LMPTP block	NadD inh	Scp1 inh	SMILES
-1.4	0.9	2.3	20.1	i	0.8	-0.4	-0.6	-3.1	-7.1	CCN(CC(=O)Nc1ccc2c(c1)OCCO2)Cc1cc(=O)n2ccsc2n1
-16.6	-0.6	-2.6	-2.6	i	1.9	0.4	-0.9	-4.1	-1.3	Cc1ccnc(NC(=O)c2ccc(Cl)c([N+](=O)[O-])c2)c1
4.3	-2.5	15.7	-21.8	i	1.6	-1.0	1.0	-2.9	-5.5	CC(=O)c1c(C)[nH]c(C(=O)NC2=NCCS2)c1C
0.6	-1.2	-16.5	12.9	i	0.1	-0.2	-1.4	-6.4	-8.3	CC(NC(=O)c1c(F)cccc1Cl)c1ccc(-n2ccnc2)cc1 (stereo unspecified)
-11.8	/	-1.2	1.5	/	/	0.0	-0.7	9.8	/	Cc1cc2nc(-c3nnnn3C3CCCCC3)c(=O)[nH]c2cc1C
-4.9	-3.6	0.2	5.0	i	-2.0	-0.2	-0.3	-0.8	-6.4	OCC1(CCOc2ccccc2)CCN(Cc2cccn2-c2ncccn2)CC1
-8.1	-4.9	10.2	-2.4	i	-5.8	-0.9	-0.8	-5.3	-6.0	COc1ccc(-c2c(C(F)(F)F)oc3c(CN4CCN(C)CC4)c(O)ccc3c2=O)cc1
17.6	-1.1	-6.8	8.3	+	-6.3	0.0	-0.1	3.7	-18.8	C/C(=N\NC(=O)c1ccc(NS(=O)(=O)c2cccs2)cc1)c1ccc(O)cc1O
-8.7	1.7	-3.5	0.1	i	-2.1	-0.6	-1.5	-5.8	-7.4	O=C(NCCN1CCOCC1)c1cc(Sc2ccc(F)cc2F)nc2ccccc12
-5.7	8.9	-17.5	-1.0	i	-1.3	0.2	-0.8	-7.6	-2.7	COc1cccc(/C=C/C(=O)Nc2ccc3[nH]c(=O)[nH]c3c2)c1
2.3	2.6	-6.4	15.3	i	0.7	-1.3	-2.4	3.2	-9.3	O=C(O)CN(c1ccc2c(c1)OCCO2)S(=O)(=O)c1ccccc1
-1.2	2.7	5.4	4.8	i	9.1	-1.7	-1.4	-2.8	15.9	CCOc1ccc(N(C(C)C(=O)NCc2ccco2)S(C)(=O)=O)cc1 (stereo unspecified)
-0.9	0.8	-5.3	1.1	i	-0.3	0.2	0.0	-5.5	-7.6	CC(C)Cc1nc2n[nH]c(N)c2c2c1CCC2
-23.8	-2.8	-5.4	0.0	i	1.5	-0.4	0.0	-4.7	-5.2	Cc1ccc(/C=C(\C#N)C(=O)Nc2ccccn2)o1
2.9	-3.4	4.9	-4.3	i	3.2	-0.4	-0.7	-3.2	0.2	Cn1c(SCC(=O)N2CCN(c3ccccc3)CC2)nnc1-c1ccco1
-6.6	-1.3	10.4	11.3	i	2.1	-0.7	6.7	3.8	-15.2	CN(CCCNS(=O)(=O)c1cccc2cccnc12)Cc1ccccc1
4.7	-1.1	4.1	15.2	i	-1.3	0.2	-0.3	-2.4	-5.3	COc1ccc(/C=C/CN2CCC(n3nccc3NC(=O)C3CC3)CC2)cc1
-1.7	-3.9	8.0	12.1	i	0.1	-0.9	-1.0	-4.4	/	COc1ccc(CNC(=O)/C=C/[C@H]2O[C@@H](n3cc(C)c(=O)[nH]c3=O)C[C@@H]2O)cc1
-2.0	0.6	-3.8	6.2	i	-3.8	-0.5	0.1	-5.6	1.8	COc1cccc(CNC(=O)c2c(C)nn(-c3ccccc3)c2C)c1
0.6	-2.8	-2.3	-1.4	i	-1.8	-1.6	-1.6	2.6	4.0	Cc1ccc(N)c2c1OCCC2=O
2.7	-1.0	6.9	19.9	i	-1.2	0.3	-1.5	-2.4	-4.3	Cc1cc(C)cc(CC2CC(=O)N(c3nc(C)cc(C)n3)C2=O)c1 (stereo unspecified)
0.1	0.6	14.9	22.5	i	0.9	-0.7	-1.2	1.7	-4.3	CC(C)COCC1CC2(CC(C)C(=O)CC2=O)C(=O)O1 (stereo unspecified)
-9.5	2.1	9.4	9.4	i	-1.4	-0.2	0.6	7.9	-5.4	COC(=O)c1ccc(CNC(=O)COC(=O)/C=C/c2cc(OC)c(OC)c(OC)c2)cc1
